# Compound activity: PubChem, several laboratories
# MT stabilize HCS: microtubule stabilization, imaging screen | HeLa tubulin immunostaining HCS, 24 h; share of cells brighter than vehicle mean+2SD | % tubulin-high responders, % at 10 µM | 0.83% of 200,000 active | AID 2205;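 active = plate Z-score above 3 for both tubulin-high and condensed-nucleus cell shares, with cell loss under 80%, at 10 µM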;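 also: anti alpha tubulin signal scored within the nucleus-defined area of each cell; some results filed as inactive read as strong as hits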
# Autophagy mod: modulators of autophagy; AID 463193; calls only at 10 µM (by protocol); MEF GFP-LC3 puncta imaging; test concentration mostly 10 µM; 0.98% of 190,000 active;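 active = percentage of spot-positive cells more than 3 SD above its plate mean, without a fluorescence outlier flag or 80% toxicity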;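 also: spot-positive cell cutoff set from DMSO-treated cells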
# Ins promoter up: MIN6 insulin promoter up-regulation; MIN6 insulin promoter-GFP reporter, high-content imaging; stronger effect = higher value; z-score at 5 µM; 0.3% of 190,000 active;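 active = z-score above 3 at 5 µM with at least 500 cells counted in the well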
# b-catenin transl: modulators of beta-catenin nuclear translocation; HeLa beta-catenin nuclear translocation, immunofluorescence imaging; nuclear translocation activity, % at 5 µM; 0.3% of 190,000 active; AID 1665;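 active = nuclear translocation activity above 50% at 5 µM, with a well cell count of 50 or more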;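 also: per-cell ratio of nuclear to cytoplasmic median beta-catenin stain intensity; plate controls were DMSO negative control for no effect and GSK-3 inhibitor IX positive control for full effect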
#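 assay system = human HeLa cells, endogenous beta-catenin | times = compound treatment 24 h, 37°C, 5% CO2 | detection = Anti-beta-catenin immunofluorescence on PFA-fixed, Triton-permeabilized cells, DAPI nuclei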
# Dynein transport: blocks dynein driven cargo transport along microtubules | 3617.4 mouse cells, GR-EGFP nuclear translocation imaging; test concentration mostly 20 µM; stimulated with dexamethasone, 1 µM; stronger effect = lower value | z-score, hits read low | 0.47% of 220,000 active;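 active = plate z-score of nuclear minus cytoplasmic receptor signal below a set negative limit, without overly bright fluorescence or cell loss, cut at about -3.5 in these data, passing the limit was not always enough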;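 also: z-score of nuclear minus cytoplasmic ring GR-EGFP intensity difference per well; some compounds called inactive have numbers as strong as hits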
#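 medium = tetracycline-free induction medium containing charcoal-stripped FBS | probe or stimulus = dexamethasone, 1.0 µM final | timing = 48 h induction, then 1 h compound, then 30 min agonist, 37 °C | detection = automated 10x imaging of fixed Hoechst-stained cells | read-out basis = nuclear versus cytoplasmic GR-EGFP signal, averaged per well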
# Salmonella PhoP GFP: PhoP-dependent GFP reporter repression – Salmonella Typhimurium, primary screen (AID 1863). 0.16% of 300,000 active. inhibition, % at 50 µM; hits with a dose series show IC50 in µM. S. Typhimurium PhoP-regulated promoter GFP reporter, 4 h; higher % means a stronger effect;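 active = inhibition over 29.93%, a cutoff 3 SD above the screen mean, later confirmed by dose response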;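 also: 0% = low Mg2+ inducing control and 100% = high Mg2+ repressing control; strong numbers were not always called active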
# Lipid droplet: modulators of hepatic lipid droplet formation; inhibition, % at 6.5 µM; AML12 mouse hepatocytes, oleate lipid droplets, BODIPY imaging; 0.4% of 240,000 active;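 active = lipid droplet intensity inhibited by at least 50%, with more than 500 cells counted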
#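 System: AML12 hepatocytes (mouse). Probe or stimulus: oleic acid at 100 µM to induce lipid droplet formation. Times: overnight treatment with compound plus oleate. Detection: Image-based BODIPY and DAPI two-channel analysis. Evaluation: percent inhibition of filter-corrected integrated lipid droplet intensity per well.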
# CSM14.1 death rescue: rescue of cells from ER stress-induced death, primary screen, 384-well, CSM14.1, thapsigargin, ATP luminescence (AID 1222); CSM14.1 thapsigargin-induced death rescue, ATP luminescence; higher % means a stronger effect; one-dose cellular ATP content (survival), % at 20 µM; EC50 in µM for titrated hits; 190,000 tested, under 10 active;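 active = EC50 below 50 µM in the dose-response confirmation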;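 also: death triggered by thapsigargin at about 15 µM added after 2 h compound pretreatment; cell ATP read after overnight thapsigargin exposure of roughly 18 to 22 hours; normalized against plate controls of thapsigargin alone and 5% DMSO vehicle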
# T cell modulator: modulates CD8 T cell binding to vesicles | 0.068% of 330,000 active | AID 2052 | 2C CD8+ T cell-vesicle binding, flow cytometry; stronger effect = lower value | calls only at 7 µM;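 active = response, share of CD8 T cells binding vesicles, and their 90th percentile fluorescence all below set limits, cut at about 80% in these data, passing the limit was not always enough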
#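 incubation = binding step 1.5 h, 37 °C, antibody labelling 20 min, ice | test system = 2C mouse CD8+ T cells | read-out basis = percent CD8+ FL2 mean versus row control | controls = Peptide-free naked vesicles (low) and QL9 vesicles with 0.7% DMSO vehicle (high) | detection = flow cytometry of vesicle-bound cells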
# Dynein transport cytoplasmic EGFP: also measured in Dynein transport; calls as there; z-score; measured here: cytoplasmic GR-EGFP intensity; stronger effect = higher value
# Dynein transport nuclear GR-EGFP: second read-out of Dynein transport, no call of its own (marks repeat the call); z-score; measured here: nuclear GR-EGFP intensity;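 lower value marks the stronger effect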
# Dynein transport cell count: further read-out of Dynein transport, marked with its call; z-score; measured here: cell count per field
# Ins promoter up cell count: also measured in Ins promoter up; calls as there; cell count; measured here: cytotoxicity, nuclei count;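 total cells summed across four imaged fields per well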
# Lipid droplet cells 6.5 µM: second read-out of Lipid droplet, no call of its own (marks repeat the call); cell count; measured here: cell count, cytotoxicity flag;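 cells counted across two imaged fields per well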
# b-catenin transl cell count 5 µM: also measured in b-catenin transl; calls as there; cell count; measured here: cell count, cytotoxicity flag
# T cell modulator vesicle-bound %: second read-out of T cell modulator, no call of its own (marks repeat the call); double positive events, %; measured here: CD8+ vesicle-bound cell fraction;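 binding gate set so that unloaded-vesicle control wells show 10% double positive cells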
# MT stabilize HCS Hoechst-high %: further read-out of MT stabilize HCS, marked with its call; % Hoechst-high responders; measured here: nuclear condensation Hoechst responders;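 share of cells brighter than vehicle mean plus two SD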
# MT stabilize HCS cytotoxicity %: recorded beside MT stabilize HCS, whose call it bears; toxicity, %; measured here: cytotoxicity by cell density;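 0% = mean cell density of plate MIN control wells and 100% = no cells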
# Autophagy mod cell loss 18 h: second read-out of Autophagy mod, no call of its own (marks repeat the call); toxicity, %; measured here: cell loss, nuclei count;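 cell loss after 18 h compound exposure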
# The depositor's hits bear a star; i = inactive; x = no result given.
SMILES,MT stabilize HCS,MT stabilize HCS Hoechst-high %,MT stabilize HCS cytotoxicity %,Autophagy mod,Autophagy mod cell loss 18 h,Ins promoter up,Ins promoter up cell count,b-catenin transl,b-catenin transl cell count 5 µM,Dynein transport,Dynein transport cytoplasmic EGFP,Dynein transport nuclear GR-EGFP,Dynein transport cell count,Salmonella PhoP GFP,Lipid droplet,Lipid droplet cells 6.5 µM,CSM14.1 death rescue,T cell modulator,T cell modulator vesicle-bound %
CS(=O)(=O)c1ccc(C(=O)Nc2ccc(N3CCOCC3)cc2)c(Cl)c1,3.4,3.4,10,i,-13,-0.53,1506,-0.1,1089,1.7,-0.26,1.2,-1.7,-4%,1,619,1.3%,i,28
CC1(c2ccc3noc(-c4ccccc4)c3c2)OCCO1,4.1,2.2,6.9,i,7,-0.45,909,-2.4,1082,-0.37,-0.16,0.2,0.1,-18%,7,777,4.2%,i,6
CCc1cc(-c2n[nH]c(=S)n2CC(C)C)cs1,4.1,2.1,7.1,i,-5,0.3,1327,-0.8,548,0.51,-0.2,0.28,-0.94,3%,-2,727,-0.3%,i,49
O=C(c1ccco1)N1CCN(C(=O)c2cccs2)CC1,2.9,2.2,3.5,i,2,-0.03,902,3.1,1194,0.23,-0.1,0.45,-0.051,-2%,9,785,-3.5%,i,44
Oc1ccc(C=NCC2COc3ccccc3O2)cc1 (stereo unspecified),3.2,2.0,4.7,i,3,-0.58,1173,-4.7,1258,0.29,-0.26,0.25,0.74,2%,-2,836,-1.5%,i,40
CC1(C)CC(=O)C(C=NCc2ccccn2)=C(O)C1,4.1,3.1,4.4,i,12,0.47,1149,-1.7,758,-0.13,-0.34,-0.29,0.47,9%,x,x,-0.2%,x,x
O=C(c1cccs1)N1CCN=C1SCc1cccc(F)c1,x,x,x,x,x,x,x,0.6,1287,-0.15,-0.26,0.8,-0.33,1%,4,643,x,i,48
O=C(C1CCN(Cc2ccc(F)cc2)CC1)N1CCN(C/C=C/c2ccccc2)CC1,4.2,2.1,6.7,i,22,-0.11,1374,0.5,1107,-0.57,-0.32,-0.11,0.54,-5%,-22,676,5.4%,i,47
Cc1cc(C)cc(NC(=S)NCC2CCN(C(C)c3ccccc3)C2)c1 (stereo unspecified),1.7,1.8,0.6,i,-30,0.33,1026,-0.7,1087,0.17,-0.067,0.19,-0.26,8%,-2,719,-5.0%,i,10
CC(C(=O)Nc1cccc([N+](=O)[O-])c1)n1nnc2ccccc21 (stereo unspecified),1.7,0.7,8.5,i,-7,-0.22,1636,0.3,1350,-0.89,-0.4,-0.33,0.81,9%,x,x,-3.0%,i,38
Cc1c(S(=O)(=O)N2CCN(c3cccc(C(F)(F)F)c3)CC2)c(=O)n(C)c(=O)n1C,2.2,3.3,8.6,i,7,0,1589,0.2,978,0.79,-0.093,0.53,-0.95,7%,8,729,-1.9%,i,26
CC(C(=O)N1CCCCC1)N1C(=O)c2ccccc2C1=O (stereo unspecified),2.7,2.5,11,i,13,x,x,-7.3,1149,-0.86,0.44,-0.67,0.43,1%,-1,812,-2.1%,i,60
NC(=O)c1ccsc1NC(=O)CSc1nnc2ccccn12,2.2,1.6,7.7,i,0,0.61,1293,-0.6,1020,0.44,-0.32,0.72,-0.67,-4%,-6,730,-1.2%,i,54
COc1ccc(C(CC(=O)O)NS(=O)(=O)c2ccc(C)cc2)cc1 (stereo unspecified),2.1,2.7,10,i,-2,0.15,825,-2.6,1119,0.28,-0.22,0.28,-0.082,4%,-3,775,-2.9%,i,6
Cc1nn(-c2ccccc2)c(C)c1C(=O)OCC(=O)NC12CC3CC(CC(C3)C1)C2,2.7,1.8,10,i,-21,-0.02,1472,-0.2,1411,0.17,-0.19,0.97,-0.47,-4%,x,x,-0.3%,i,6
NC(=S)Nc1c(Cl)cccc1Cl,x,x,x,x,x,-0.47,1332,1.1,1250,-0.75,-0.27,-0.52,1.5,-11%,2,739,x,i,51
COc1ccc(OCC2CCCN(Cc3nc(CC4CC4)no3)C2)cc1 (stereo unspecified),x,x,x,i,-16,-0.2,1390,0.5,969,-0.34,-0.29,0.13,0.46,-7%,3,715,-1.1%,i,44
N#Cc1nc(-c2ccc(OCc3ccccc3)cc2)oc1NCCCN1CCOCC1,2.1,1.4,10.0,i,-10,-1.3,1148,x,x,0.73,-0.13,0.37,-0.63,12%,-17,719,0.4%,i,21
O=CN(c1ccccc1)c1ccc2ccccc2c1,2.4,1.4,4.1,i,-2,-0.01,1454,0.1,1558,-1.2,-0.16,-0.48,1.1,-5%,17,685,3.7%,i,24
CCOC(=O)COc1ccc(S(=O)(=O)N2CCc3ccccc3C2)cc1,3.3,1.7,5.4,i,-2,0.12,1973,-1.9,1135,-0.24,-0.22,-0.49,-0.47,3%,8,542,-1.2%,i,23
CC(C)CNc1nc(Oc2ccc(=O)n(C)n2)nc(N2CCOCC2)n1,2.7,2.4,4.2,i,18,0.59,1410,-5.3,882,-1,-0.13,-0.2,1.1,-1%,x,x,2.2%,i,57
Cc1cc(C(=O)Oc2cccnc2)ccc1[N+](=O)[O-],3.8,2.7,2.3,i,11,-0.21,1087,-0.5,932,-0.72,-0.27,-0.73,0.47,2%,-1,625,-0.1%,i,39
O=c1[nH]c(=O)n(Cc2ccccc2)c2c1CCC2,1.8,1.9,8.2,i,11,-0.1,1423,0.7,1341,-0.8,-0.21,-0.22,1.1,-4%,x,x,0.4%,i,59
COc1ccc(C(=O)c2cc3c(cc2[N+](=O)[O-])OCCO3)cc1,2.2,2.4,7.1,i,30,0.38,1481,1.2,1012,-0.46,-0.21,-0.031,0.54,-7%,-25,748,0.0%,i,30
O=C(NCc1ccc(Cl)cc1)NCC(F)(F)F,2.8,3.1,4.0,i,-15,0,1332,-4.2,567,-0.68,-0.27,-0.39,0.26,-3%,12,670,1.3%,i,27
CN(Cc1ccc(Cl)cc1)C(=O)CCl,1.4,1.4,4.9,i,10,x,x,0.7,1115,-6.2*,1.5*,-2.6*,0.34*,13%,-6,656,-0.5%,i,32
COC(=O)c1ccc(C(=O)OC)c(NC(=S)N2CCN(c3cc(Cl)ccc3C)CC2)c1,4.2,2.5,7.4,i,22,-0.19,1428,-3.8,1109,-0.54,-0.092,-0.37,-0.73,-3%,6,665,3.6%,i,41
Cc1ccc(S(=O)(=O)c2c(CO)c(-c3ccccc3)nn2C)cc1,2.6,3.3,10,i,13,-0.52,1292,1.2,1116,-1.3,-0.32,-0.46,0.65,1%,-1,705,-1.2%,i,25
c1ccc(Cn2nnnc2C(c2cccs2)N2CCCCCC2)cc1 (stereo unspecified),2.5,1.3,6.3,i,4,x,x,-0.3,1142,-0.11,-0.18,0.2,-0.15,9%,18,713,-1.3%,i,44
O=C(O)C(Cc1c[nH]c2ccccc12)N1CCS(=O)(=O)CC1 (stereo unspecified),2.1,2.3,6.8,i,30,-0.16,1276,-0.5,1030,0.96,-0.36,0.39,-0.69,-3%,5,696,-0.6%,i,55

# Three compounds already listed, sorted by their value in MT stabilize HCS Hoechst-high %, ascending.
compound	MT stabilize HCS Hoechst-high %
CN(Cc1ccc(Cl)cc1)C(=O)CCl	1.4
COC(=O)c1ccc(C(=O)OC)c(NC(=S)N2CCN(c3cc(Cl)ccc3C)CC2)c1	2.5
Cc1ccc(S(=O)(=O)c2c(CO)c(-c3ccccc3)nn2C)cc1	3.3

# The list continues.
SMILES,MT stabilize HCS,MT stabilize HCS Hoechst-high %,MT stabilize HCS cytotoxicity %,Autophagy mod,Autophagy mod cell loss 18 h,Ins promoter up,Ins promoter up cell count,b-catenin transl,b-catenin transl cell count 5 µM,Dynein transport,Dynein transport cytoplasmic EGFP,Dynein transport nuclear GR-EGFP,Dynein transport cell count,Salmonella PhoP GFP,Lipid droplet,Lipid droplet cells 6.5 µM,CSM14.1 death rescue,T cell modulator,T cell modulator vesicle-bound %
Cc1ccc(C(=O)CC(=O)c2cccc(F)c2)c(O)c1,2.6,2.8,6.0,i,-2,x,x,14,984,-0.18,-0.2,-0.047,0.7,1%,-2,703,-2.1%,i,33
CCCc1nc(N)c(C#N)c(N)c1C#N,3.2,2.1,3.3,i,15,0.19,1324,-2.7,970,-0.27,0.55,0.017,-0.36,10%,x,x,-0.9%,i,12
COc1c(Br)cc([N+](=O)[O-])c(OC)c1C(=O)NC(=O)Nc1nc(C)cc(C)n1,x,x,x,x,x,0.09,1444,-1.1,1092,1.9,-0.31,0.89,-0.29,10%,2,732,x,i,47
COc1cccc(C2OC(=O)c3ccccc3N2C(C)=O)c1OC(C)=O (stereo unspecified),4.7,2.7,6.5,i,7,0.35,1108,-2.3,1109,0.94,-0.19,-0.018,0.64,7%,0,751,0.7%,i,38
NS(=O)(=O)c1ccc(CNC(=S)NC2CC2)cc1,2.3,1.5,6.3,i,-14,1.3,1460,2.0,1012,1.7,0.03,1.3,-1.8,-9%,9,730,1.0%,i,60
